# PrPC surface inh = inhibitors of human cell surface prion protein PrPC; TR-FRET read-out; inhibition, % at 13.8 µM; 370,000 compounds, 0.43% hits; AID 720596; in the data active means inhibition above about 24%; further: 0% = median of the test wells and 100% = reference compound wells
# TcdB inh = blocks C. difficile toxin B glycohydrolase activity; P18177; TcdB glycohydrolase enzymatic assay, plate reader; inhibition, % at 9.99 µM; 350,000 compounds, 0.24% hits; AID 652162; in the data active means inhibition above about 10%
# Anthrax LF inh2 = anthrax lethal factor protease inhibition. multiplex microsphere protease cleavage assay, LF. inhibition, % at 10 µM. 360,000 compounds, 0.12% hits. AID 588501; further: plate controls were buffer without enzyme for full effect and enzyme alone for no effect
# Target sequence (P15917 whole entry, looked up): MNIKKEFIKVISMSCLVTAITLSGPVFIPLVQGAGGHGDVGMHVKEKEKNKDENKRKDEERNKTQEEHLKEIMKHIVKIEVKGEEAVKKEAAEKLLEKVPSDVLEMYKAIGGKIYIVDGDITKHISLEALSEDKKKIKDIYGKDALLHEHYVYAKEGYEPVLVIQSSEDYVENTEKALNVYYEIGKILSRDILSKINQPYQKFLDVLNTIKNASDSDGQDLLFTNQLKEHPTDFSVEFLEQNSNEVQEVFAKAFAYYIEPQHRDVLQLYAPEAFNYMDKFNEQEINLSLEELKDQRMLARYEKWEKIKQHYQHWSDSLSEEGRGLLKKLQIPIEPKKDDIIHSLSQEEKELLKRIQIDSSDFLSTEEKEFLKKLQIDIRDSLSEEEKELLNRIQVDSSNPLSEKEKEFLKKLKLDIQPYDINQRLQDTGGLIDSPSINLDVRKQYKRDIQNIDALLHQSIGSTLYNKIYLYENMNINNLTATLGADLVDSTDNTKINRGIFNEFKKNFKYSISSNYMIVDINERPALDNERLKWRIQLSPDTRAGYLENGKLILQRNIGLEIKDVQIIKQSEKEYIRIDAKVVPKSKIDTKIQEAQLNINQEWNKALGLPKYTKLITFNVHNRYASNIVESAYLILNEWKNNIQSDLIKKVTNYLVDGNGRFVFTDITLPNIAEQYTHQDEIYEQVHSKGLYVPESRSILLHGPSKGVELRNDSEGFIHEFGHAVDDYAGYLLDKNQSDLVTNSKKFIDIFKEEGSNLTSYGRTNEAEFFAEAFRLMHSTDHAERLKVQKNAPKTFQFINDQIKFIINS
# SSB-PriA inh = inhibitors of Klebsiella pneumoniae PriA binding to SSB C-terminal tail. inhibition, % at 33 µM. AlphaScreen SSBct-PriA binding, biotinylated peptide. 430,000 compounds, 0.6% hits. AID 1272365; in the data active means inhibition mostly above about 37%, no sharp cut-off; inactive means mostly below about 20%;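 further: plate controls were negative control peptide for no effect and reference peptide for full effect; strong numbers were not always called active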
# Y pestis TopoI = inhibitors of Yersinia pestis topoisomerase I | AID 504884 | 360,000 compounds, 0.064% hits | activity, % at 10 µM | Y. pestis Topo-I cleavage product accumulation, plate reader; in the data active means activity above about 50%, passing the limit was not always enough; further: inactives centre near 2
# 3CLpro inhibitor = SARS-CoV 3CLpro protease inhibition. P0C6X7. recombinant SARS-CoV 3CLpro, quenched FRET peptide cleavage. inhibition, % at 6 µM. 290,000 compounds, 0.14% hits; in the data active means inhibition above about 12%
# Vc quorum ag = induces V. cholerae light production without autoinducers | 350,000 compounds, 0.16% hits | V. cholerae BH1578 lux reporter, luminescence, 6 h | activation, % at 18.7 µM | AID 588436; in the data active means activation mostly above about 9.7%, no sharp cut-off; further: not every result past the cut was called active; inactives centre near 0; reference of the scale not given here
# BoNT A protease = inhibitors of Botulinum neurotoxin A light chain protease; multiplex microsphere protease substrate cleavage, flow cytometry; inhibition, % at 10 µM; 360,000 compounds, 0.17% hits; further: plate controls were buffer without enzyme for full effect and enzyme alone for no effect
# PfHsp40 rescue = restores yeast growth despite PfHsp40 toxicity | S. cerevisiae expressing PfHsp40, growth rescue, ATP luminescence | 340,000 compounds, 0.68% hits | growth rescue, % at 12.5 µM | AID 504582; in the data active means growth rescue above about 28%, passing the limit was not always enough;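 further: yeast W303a lacking pdr1 and pdr3 grown in galactose medium; growth measured after three days at 30 °C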
# An asterisk follows results filed as active; i = inactive; x = no result given; + = active, no number; & = joins results of further samples. Unless noted, no stated cut-off is given here; in the data, active means inhibition above about 30%; inconclusive means no clear call, values can overlap the other calls; inactive means below that.
# A first look:
SMILES,PrPC surface inh,TcdB inh,Anthrax LF inh2,SSB-PriA inh,Y pestis TopoI,3CLpro inhibitor,Vc quorum ag,BoNT A protease,PfHsp40 rescue
CCC(=O)N1CCc2cc(S(=O)(=O)CCC(=O)NCc3ccc(C)cc3)ccc21,-3,1.5,-4,-2,4,-5,-0.5,-1.0,0.8
COc1cc2ccccc2cc1C(=O)Nc1ccccc1C,-8,-0.2,2,-22,-5,6,-0.3,0.7,-0.4

# The listing, previewed entries included:
SMILES,PrPC surface inh,TcdB inh,Anthrax LF inh2,SSB-PriA inh,Y pestis TopoI,3CLpro inhibitor,Vc quorum ag,BoNT A protease,PfHsp40 rescue
CCC(=O)N1CCc2cc(S(=O)(=O)CCC(=O)NCc3ccc(C)cc3)ccc21,-3,1.5,-4,-2,4,-5,-0.5,-1.0,0.8
COc1cc2ccccc2cc1C(=O)Nc1ccccc1C,-8,-0.2,2,-22,-5,6,-0.3,0.7,-0.4
N#Cc1ccc(Oc2cnccn2)cc1,-7,0.0,-3,-13,-4,-7,i,-2.6,0.0
CC(=O)Nc1cccc(-c2ccnc3c2CC(C(=O)NCC2CC2)O3)c1 (stereo not drawn),0,3.1,0,x,-8,x,-0.6,-0.1,x
Cc1cc(NC(=O)CSc2nc3ccccc3c(=O)n2Cc2ccc(F)cc2)no1,2,x,1,-7,5,0,-0.3,0.0,0.1
N#Cc1ccc(-c2csc(NC3=NCCCCC3)n2)cc1,-2,1.9,-2,-7,0,5,-0.2,-0.3,-0.2
Nc1ncnc2c1ncn2C1CCCO1 (stereo not drawn),10,-0.5,-7,-11,3,x,i,0.4,1.0
CC(C)(C)OC(=O)C[C@H]1C/C=C\C[C@@H](CC(=O)N(CCO)Cc2ccccc2)C(=O)NC[C@@H](c2ccccc2)OC1=O,-7,1.1,0,2,37,x,0.8,-0.4,1.6
COc1ccc(Cl)cc1NC(=O)C1CC(c2ccccc2O)=NO1 (stereo not drawn),-2,1.5,x,1,1,-5,-1.3,x,-1.8
O=c1c(Br)c(NCc2ccccc2)cnn1-c1ccc(F)cc1,3,1.9,-2,4,-8,1,-3.1,-0.4,-0.5
O=C(NC(CO)(CO)CO)[C@@H]1CCCN1S(=O)(=O)c1cccc2cccnc12,0,0.8,-4,-19,-6,x,i,0.0,-0.2
CCCc1cc(=O)oc2cc(C)cc(OCC(=O)Nc3ccccn3)c12,3,0.6,-3,-3,2,2,i,1.6,0.1
O=C(CC1CCCC1)N1CCN(S(=O)(=O)c2cccc(Br)c2)CC1,7,-0.6,-1,x,3,x,-0.7,-0.1,x
O=C(COC(=O)C1CC(O)CN1S(=O)(=O)c1ccc(Cl)cc1)c1cccc(Cl)c1 (stereo not drawn),0,x,2,7,10,5,-2.0,0.2,1.0
CCOCCCNc1ccc(N2C(=O)C3CCCCC3C2=O)cc1[N+](=O)[O-] (stereo not drawn),-15,1.5,-2,-7,-5,2,i,-0.5,0.1
Cc1nnc(NC(=O)CSc2nnc(C(C)NC(=O)c3ccccc3F)n2C)s1 (stereo not drawn),3,0.3,-3,-1,9,2,-3.6,-0.5,0.1
Cc1ccc(/C=N/NC(=O)c2ccncc2)cc1,-1,0.9,12,x,2,2,-0.2,-1.7,0.1
CC(=O)N(C)c1ccc(NC(=O)N2CCOCC2)cc1,0,0.3,-3,15,3,4,0.8,3.5,1.0
CCOc1ccc(CNc2nnnn2C)cc1,1,0.7,-17,-9,4,1,+,4.8,-0.5
COc1ccc(C(=O)CSc2nnc(-c3ccccc3)o2)cc1,-1,x,5,-7,6,-1,-0.5,0.0,1.9
Cc1ccc(-n2nc(C)c3c2OC(N)=C(C#N)C3c2cccs2)cc1 (stereo not drawn),2,x,-2,-1,1,1,-0.3,-0.4,-1.0
CC(/C=N/NC(=O)c1nnn(-c2nonc2N)c1C)=C\c1ccccc1,-8,-0.2,14,x,-3,-2,-4.0,-1.3,-0.5
Cc1c(C#N)c(O)n(C)c(=O)c1N=Nc1ccc(S(N)(=O)=O)cc1,-26,0.1,-1,-2,3,0,-1.7,-0.2,-1.4
CCc1cc(=O)oc2c(CN3CCN(C)CC3)c(O)ccc12,2,-0.5,14,0,-1,-1,-0.3,0.6,0.1
COc1ccc(OC)c(-c2cc(C(=O)N3CCN(c4ccccc4)CC3)no2)c1,-3,1.2,1,4,32,-4,-0.3,-0.4,-2.1
Cc1cc(Cl)ccc1OC(C)C(=O)NCCCn1ccnc1 (stereo not drawn),-1,1.0,0,3,4,5,-0.6,0.1,1.0
CCCc1nc2c(nnn2Cc2ccccc2F)c(=O)[nH]1,-2,0.7,-4,-3,-3,-4,0.0,-0.3,-1.4
O=C(Nc1ccccc1N1CCCCC1)c1cccc(F)c1,0,x,5,-58,27,-2,x,-0.2,3.3
Nn1c(SCC(=O)NCc2ccccc2)nncc1=O,4,0.5,-1,-2,1,2,-0.4,-0.4,-1.5
COc1ccc2oc(=O)cc(CN3CCOCC3)c2c1,0,1.7,-11,-8,0,0,-0.6,-2.8,-0.4
O=C(CNc1ccc2ccccc2c1)N/N=C/c1ccc(OC(=O)/C=C/c2ccco2)cc1,6,1.8,-2,x,-4,0,-1.4,-1.0,-0.1
O=C1Cc2ccccc2C(=O)N1Nc1ccccc1,0,-1.3,-4,-8,1,x,i,-0.8,-1.2
COc1ccc(NC(=S)NC(=O)/C=C/c2ccccc2)cc1,-5,1.9,-7,10,8,-5,-1.7,0.6,0.5
CC(=O)NC(=S)Nc1sc2c(c1C#N)CCCCC2,-6,1.2,-1,21,-6,5,-0.3,-0.6,2.1
CC(C)c1ccc(Nc2nc(CC(=O)O)cs2)cc1,-3,1.3,0,4,-11,1,-0.5,0.6,-0.1
CC(=O)N(C)c1ccc(NC(=S)NCC(C)C)cc1,6,0.2,-1,-10,-2,1,-0.4,-0.7,-0.1
COCCCN(CC(=O)Nc1ccc(N2CCOCC2)cc1)S(=O)(=O)c1ccc(C)cc1,-4,-0.8,2,-6,10,1,0.9,-0.7,0.7
S=c1[nH]nc(CSCc2ccccc2Cl)n1C1CCCCC1,16,0.9,7,-2,0,6,-0.1,0.4,-2.0
COc1ccc(-n2c(/C=C/c3ccc(O)c(O)c3)nc3ccccc3c2=O)cc1,-6,0.3,-4,-7,-9,2,-0.1,-2.2,0.0
O=C(CN(Cc1ccco1)S(=O)(=O)c1ccccc1)N/N=C/c1ccccc1C(=O)O,-5,-0.1,-2,x,2,3,-0.2,-1.0,3.6
COCCNC(=S)NC(=O)c1ccc(C(C)(C)C)cc1,3,0.6,0,1,12,2,i,-1.1,13
O=C(O)COc1ccccc1/C=C1\SC(=O)N(Cc2ccc(F)cc2)C1=O,1,3.3,1,8,-8,9,-0.4,0.5,0.8
COc1ccc(/C=C/C(=O)NCCCn2ccnc2)cc1,-3,0.0,-2,-9,-5,-2,-0.3,0.0,0.0
CCOC(=O)C1=CN(Cc2cccc(I)c2)S(=O)(=O)N(C)C1C (stereo not drawn),-6,0.1,-9,-15,29,x,-1.1,0.1,0.6
CS(=O)(=O)N(CC(=O)NCc1ccc2c(c1)OCO2)Cc1ccccc1,3,x,-5,-4,-6,3,-3.1,0.7,-0.1
CCc1ccc(-c2cc(C)no2)cc1S(=O)(=O)N1CCN(c2ccc(OC)cc2)CC1,7,1.3,-5,4,34,4,-0.4,-0.8,0.1
CN1CC(=O)N(CC(=O)Nc2ccc(F)cc2)c2ccccc2C1=O,-3,-11,-4,-7,-12,0,-0.2,1.6,1.0
COc1ccc(Cn2cnc([N+](=O)[O-])c2)cc1[N+](=O)[O-],1,-1.1,2,-3,-5,4,-1.3,0.4,-0.2
O=C(c1cccs1)N1N=C(c2ccccc2)CC1c1ccc(O)cc1 (stereo not drawn),-7,x,1,-4,27,4,-0.4,-0.2,3.0
Cc1ccc(CNc2ncnc3cc(Cl)ccc23)cc1,15,0.3,11,-14,2,0,-1.7,-2.0,0.3
COc1cccc(N2CCN(CC(=O)NC(C)c3ccccc3)CC2)c1 (stereo not drawn),0,0.2,7,12,8,1,-0.1,-2.9,7.9
O=C(NCc1ccncc1)c1nc(-c2cccs2)no1,8,-5.0,-2,-3,-6,1,-0.2,-0.7,-1.5
CCn1c(C(C)NC(=O)c2ccc(OC)c(OC)c2)nc2ccccc21 (stereo not drawn),-5,x,1,-2,-1,-1,-0.3,0.8,-0.3
Cc1c(Cl)cccc1NC(=O)N1CCCC1,-1,0.1,-3,-7,2,-5,-0.3,0.1,-0.4
COc1ccc(NC(=O)C(=O)NCCC2CCCCN2S(=O)(=O)c2ccccc2)cc1 (stereo not drawn),3,3.5,-4,-8,8,x,-6.2,2.6,0.6
CC1CCCCC1NC(=O)CCn1c(=O)oc2ccccc21 (stereo not drawn),-2,0.4,4,2,46,1,i,1.1,0.4
O=C(/C=C/c1ccccc1[N+](=O)[O-])NCc1ccccc1Cl,-27,0.5,4,0,-1,3,i,-0.5,-1.6
O=C(O)c1cc2ccccc2n1-c1ccccc1,0,x,-2,-4&-2,9,1,-0.2,-0.9,0.3
O=c1[nH]c(CSc2nnc(Nc3ccccc3)s2)nc2ccccc12,-5,-0.4,0,-9,-4,1,-2.4,-0.3,-0.3
COc1ccc(C(=O)/C=C/Nc2ccc([N+](=O)[O-])cc2C)cc1OC,4,x,-1,-2,-1,-2,-6.2,7.6,-1.2

# (continued)
SMILES,PrPC surface inh,TcdB inh,Anthrax LF inh2,SSB-PriA inh,Y pestis TopoI,3CLpro inhibitor,Vc quorum ag,BoNT A protease,PfHsp40 rescue
Cc1nc2cc(C(=O)O)ccc2s1,0,x,-10,-11,3,-2,i,0.2,0.5
CC(C)OCCCN1CN(S(=O)(=O)c2ccc(Cl)cc2)c2nc3ccccc3nc21,-8,0.2,1,-14,4,3,x,0.5,1.7
CC1(c2nnc(-c3ccccc3)o2)CC(c2cccc(Cl)c2)=NO1 (stereo not drawn),1,0.4,-2,-37,32,x,-19,-0.2,12
Cc1ccc(NS(=O)(=O)Cc2ccccc2)nc1,5,0.2,3,-31,8,2,-0.4,-0.6,2.2
COc1ccc(NC(=O)c2cccs2)cc1O,-5,x,4,0,3,0,i,0.4,1.9
O=C(O)c1ccc[n+](Cc2ccc([N+](=O)[O-])cc2)c1,-8,-0.5,x,3,-5,x,0.1,x,x
COc1ccc(C(=O)Nc2ccc(Cl)cn2)cc1Cl,1,x,-2,-18,3,7,-1.8,-1.5,5.2
Cc1ccc(NC(=O)CSCC(=O)NC2CCCCC2)cc1,-1,x,1,-9,3,-1,-0.1,0.5,-0.8
CCc1nc2c(sc3nc4c(cc32)COC(C)(C)C4)c(=O)n1Cc1ccco1,0,x,-6,-4,-4,-5,i,-0.8,2.4
O=C(CN1CCOCC1)Nc1ccc([N+](=O)[O-])cc1Br,-19,2.2,0,-2,-3,-4,i,-0.1,0.3
c1ccc(-c2nnc(CSc3ccc4c(c3)OCCO4)o2)cc1,-4,1.4,-3,0,-1,-1,-0.5,0.0,-1.4
O=C(NCc1ccc(F)cc1)C1CCC(CNc2c(N3CCOCC3)c(=O)c2=O)CC1 (stereo not drawn),-9,0.8,3,-7,-5,-4,i,-0.4,-1.6
O=C(c1cnn(C(=O)COc2ccccc2F)c1)c1cc(F)ccc1O,0,0.4,-5,2,-1,-3,-2.2,-0.5,1.4
COc1ccccc1C(CNC(=O)CN(C)S(=O)(=O)c1ccc(C)cc1)N1CCCC1 (stereo not drawn),-3,0.5,6,-7,-7,x,-0.6,-1.9,-1.8
CCCCNCC#CCOc1cc(C)ccc1C(C)C,3,1.6,-7,-18,13,0,-0.6,1.2,-0.3

# Full records as entered above.
# COc1ccc(NC(=O)c2cccs2)cc1O across the screens: PrPC surface inh = -5; TcdB inh = x; Anthrax LF inh2 = 4; SSB-PriA inh = 0; Y pestis TopoI = 3; 3CLpro inhibitor = 0; Vc quorum ag = i; BoNT A protease = 0.4; PfHsp40 rescue = 1.9
# c1ccc(-c2nnc(CSc3ccc4c(c3)OCCO4)o2)cc1 across the screens: PrPC surface inh = -4; TcdB inh = 1.4; Anthrax LF inh2 = -3; SSB-PriA inh = 0; Y pestis TopoI = -1; 3CLpro inhibitor = -1; Vc quorum ag = -0.5; BoNT A protease = 0.0; PfHsp40 rescue = -1.4

# Only part of the results is shown (hit frequency here may not be typical).
